VIM-2 inh: VIM-2 metallo-beta-lactamase inhibitors, primary screen, biochemical, epi-absorbance readout, Pseudomonas aeruginosa enzyme. purified VIM-2, nitrocefin hydrolysis, epi-absorbance fluorescence. inhibition, % at 5.6 µM. hit rate 0.89% among 290,000. AID 1527, 2009;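 active means inhibition above the mean of all tested compounds plus 3 SD, cutoff set per screening run, cut at about 7.5% in these data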;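 further: red hydrolysis product quenches plate fluorescence so inhibitors raise well fluorescence; 0% = enzyme with DMSO and 100% = DMSO without enzyme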
UBC9 SUMO inh: inhibitors of in vitro SUMOylation cascade, primary screen, biochemical, HTRF, uHTS; hit rate 0.36% among 290,000; AID 2006, 2009; inhibition, % at 35 µM; SUMO-conjugating enzyme UBC9 (Homo sapiens), P63279; HTRF SUMOylation assay, SAE1/SAE2 + UBC9; in the data active means inhibition above about 50%, passing the limit was not always enough; inconclusive means no clear call, values can overlap the other calls; further: strong numbers were not always called active
Target sequence (P63279 whole entry, looked up): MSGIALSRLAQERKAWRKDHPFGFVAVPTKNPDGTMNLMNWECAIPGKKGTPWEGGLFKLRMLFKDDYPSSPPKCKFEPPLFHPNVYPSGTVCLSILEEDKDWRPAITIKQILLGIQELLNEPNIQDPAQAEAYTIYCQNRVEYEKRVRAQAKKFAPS
IMP-1 inhibitor: IMP-1 metallo-beta-lactamase inhibitors, primary screen, biochemical, epi-absorbance readout, Pseudomonas aeruginosa enzyme; metallo-beta-lactamase IMP-1 (Pseudomonas aeruginosa); purified IMP-1, nitrocefin hydrolysis, epi-absorbance fluorescence; inhibition, % at 5.6 µM; hit rate 0.45% among 290,000; AID 1556, 2009;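 active means inhibition above the mean plus 3 SD of all compounds in the same screening run, cut at about 4.5% in these data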;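 further: 0% = IMP-1 with DMSO and 100% = DMSO wells lacking enzyme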
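system = purified recombinant IMP-1 beta-lactamase | amount = 0.2 nM IMP-1, as dispensed | medium = HEPES buffer pH 7.1 with ZnSO4 and Brij 35 | times = 25 °C, 15 min preincubation, 25 min reaction | detection = plate fluorescence quenching by hydrolysis product, ex 480/em 530 nm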
p-CIP stab down: p/CIP-EGFP fusion destabilizers, primary screen, fluorescence, F442A cells; hit rate 0.01% among 290,000; Q05BA5; 16 h; decrease of EGFP signal, % at 10 µM;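 active means EGFP signal decrease of at least 30% at 10 µM or well 3 SD below plate mean, unless failing retest; inactive means the rest, including hits failing retest or dose response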; further: some compounds called inactive have numbers as strong as hits; many of its hits are not listed in these tables
HCV NS3 hel inh: inhibitors of HCV NS3 helicase, primary screen, biochemical, Cy5 molecular beacon fluorescence | Hepatitis C virus NS3 helicase | hit rate 0.56% among 290,000 | inhibition, % at 10.9 µM | NS3 helicase DNA unwinding | AID 1800, 2009;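 active means inhibition above the mean of all tested compounds plus 3 SD, set per campaign, cut at about 35% in these data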;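 further: 0% = DMSO wells and 100% = thioflavine S control wells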
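Measured by: Cy5 fluorescence, 0 and 60 min reads / Assay system: NS3 helicase fragment of HCV / Control set: low DMSO, high thioflavine S at 110 µM / Times: 1 h reaction at 25 °C, ATP-initiated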
IDE act: human IDE activators in live cells, primary screen, fluorescence polarization, HEK cells, FAbeta-B substrate; FAbeta-B cleavage; 0% vehicle, 100% cell-free pure enzyme wells; Insulin-degrading enzyme (Homo sapiens), P14735; hit rate 0.073% among 340,000; AID 493087, 2011; activation, % at 5.96 µM;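 active means activation above the mean of all tested compounds plus 3 SD, set per screening campaign, cut at about 17% in these data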
GalR3 antagonist: GalR3 antagonists in HEK293 cells, primary screen, cell-based, fluorescence readout; HEK293 GalR3-CNG cAMP membrane potential fluorescence; galR3 body fused to GalR1 C-terminus; inhibition, % at 3 µM; hit rate 0.44% among 360,000; AID 651719, 2012;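 active means inhibition above the screen-wide average plus 3 SD, cut at about 13% in these data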;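 further: forskolin and galanin both at EC90 stimulate the cells; cAMP rise reported by CNG channel membrane potential dye signal; 0% = forskolin plus galanin with DMSO and 100% = forskolin alone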
Target sequence (O60755 1-299 limits assumed): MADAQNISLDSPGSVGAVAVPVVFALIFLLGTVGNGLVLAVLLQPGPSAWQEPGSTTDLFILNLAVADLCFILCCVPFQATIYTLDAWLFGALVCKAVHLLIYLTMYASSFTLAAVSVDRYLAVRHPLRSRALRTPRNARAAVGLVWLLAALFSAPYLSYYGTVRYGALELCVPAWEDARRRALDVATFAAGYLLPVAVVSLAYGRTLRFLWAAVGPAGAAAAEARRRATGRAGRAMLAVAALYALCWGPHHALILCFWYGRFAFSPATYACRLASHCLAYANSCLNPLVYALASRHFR
IDE inh: human IDE inhibitors in live cells, primary screen, fluorescence polarization, HEK cells, FAbetaB substrate. Insulin-degrading enzyme (Homo sapiens), P14735. FAbetaB cleavage. inhibition, % at 5.59 µM. hit rate 0.41% among 320,000. AID 434962, 2010;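 active means percent inhibition above the average of all tested compounds plus 3 SD, set per screening campaign, cut at about 16% in these data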;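 further: IDE supplied by intact live HEK cells; FP after avidin binding of uncleaved biotin substrate so inhibition keeps polarization high; 0% = DMSO wells and 100% = 60 µM reference IDE inhibitor Ii1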
CRFBP-R2 block: antagonists of CRF-BP/CRF-R2 complex, primary screen, cell-based, HEK293, calcium dye fluorescence, uHTS | CRF-induced calcium fluorescence | inhibition, % at 11.8 µM | hit rate 0.59% among 350,000;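 active means inhibition of the ligand-induced calcium signal above about 50% at the single tested concentration, limit read from the data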
* hit, by the source's call; ? = inconclusive; / = no result given.

SMILES	VIM-2 inh	UBC9 SUMO inh	IMP-1 inhibitor	p-CIP stab down	HCV NS3 hel inh	IDE act	GalR3 antagonist	IDE inh	CRFBP-R2 block
CC(C)N1C(=O)/C(=C/C=C/c2ccco2)C(=O)N(Cc2ccco2)C1=O	-1.3	18	-1.1	-23	22	-11	-3	7	-18
C/C(Cl)=C/CC1(CN2CCCC2=O)C(=O)NC(=O)NC1=O	0.9	24	-1.0	-14	-4	-1	-2	0	7
C=C1N2CCC(CC2)C1(O)c1ccc(C)cc1 (configuration not stated)	-1.8	0	-5.5	4	1	2	-2	3	8
O=c1c2ccccc2nc(-c2ccccc2Cl)n1-c1ccc(O)cc1	1.1	-2	-2.9	-3	-4	3	-12	-1	-10
Cc1ccc(Sc2ccc(C=C3C(=O)N(C)C(=O)N(C)C3=O)o2)cc1	1.3	24	0.5	3	10	-14	-4	0	-99
Fc1cccc(F)c1-c1nc(-c2ccc(Cl)cc2)no1	1.5	16	0.2	7	25	4	-4	5	1
C=C1C(O)(c2ccccc2)C2CC[N+]1(C)CC2 (configuration not stated)	-0.1	21	-3.3	-10	5	-4	-1	1	4
CNC(=O)O/N=C(\N)Cc1csc2ccccc12	-1.1	10	0.1	-12	-7	11	-5	-5	-8
C/C(=N\NC(=O)c1ccccc1O)c1c(O)n(C2CCCCC2)c(=O)[nH]c1=O	0.7	/	-1.4	-8	-18	8	2	-4	8
CC(=NCc1ccc2c(c1)OCO2)c1c(O)n(-c2ccccc2)c(=O)[nH]c1=O	-4.3	12	-3.0	0	-12	7	-6	-8	5
Cc1ccc2cccc(OC(=O)N(C)c3ccccc3)c2n1	-1.1	-12	-2.1	-8	12	12	-3	-2	29
CN1CCN(c2ccc3nccnc3c2)CC1	-5.5	58*	-4.3	-14	6	8	-6	0	-4

3 compounds drawn at random from the list so far:
SMILES	VIM-2 inh	UBC9 SUMO inh	IMP-1 inhibitor	p-CIP stab down	HCV NS3 hel inh	IDE act	GalR3 antagonist	IDE inh	CRFBP-R2 block
CN1CCN(c2ccc3nccnc3c2)CC1	-5.5	58*	-4.3	-14	6	8	-6	0	-4
CC(C)N1C(=O)/C(=C/C=C/c2ccco2)C(=O)N(Cc2ccco2)C1=O	-1.3	18	-1.1	-23	22	-11	-3	7	-18
O=c1c2ccccc2nc(-c2ccccc2Cl)n1-c1ccc(O)cc1	1.1	-2	-2.9	-3	-4	3	-12	-1	-10

Other entries follow.
SMILES	VIM-2 inh	UBC9 SUMO inh	IMP-1 inhibitor	p-CIP stab down	HCV NS3 hel inh	IDE act	GalR3 antagonist	IDE inh	CRFBP-R2 block
COCCO[C@H]1CCC2C3CC=C4C[C@@H](O)CC[C@]4(C)C3CC[C@@]21C (some centres not stated)	/	/	/	/	/	5	-6	7	-9
Cc1ccc(CN2CCCC(C(=O)c3sccc3C)C2)o1 (configuration not stated)	-0.3	17	-2.0	-2	15	-2	-2	-3	2
Cc1ccc(/C=C2/C(=O)NC(=O)N(C)C2=O)cc1	0.0	1	-3.3	-2	-12	14	-3	-1	21
O=C(Nc1cccc(Cl)c1)N1C[C@H]2C[C@@H](C1)c1cccc(=O)n1C2	-1.5	-18	0.1	4	13	1	-8	0	14
CCC(C)(C)c1ccc(O)cc1	/	/	/	/	/	0	2	-3	22
O=C1N[C@H](Cc2ccccc2)C(=O)N2[C@@H]3[C@H](C[C@@H]12)c1ccccc1N3OOSc1ccccc1	/	/	/	/	/	-1	0	0	6
Cc1oc(-c2cccs2)nc1CSCC(=O)N1CCC2(CC1)OCCO2	-1.1	13	-0.7	-4	3	7	-4	5	11
Cc1ncc(CN2CCCC(C(=O)c3sccc3C)C2)s1 (configuration not stated)	-1.2	11	-1.2	-5	5	4	-6	-5	-7
O=P(OCC(F)(F)C(F)F)(N1CCCCC1)N1CCCCC1	1.2	-4	-2.9	-6	1	-1	-5	-4	-2
Nc1ncc([N+](=O)[O-])s1	/	/	/	/	/	3	0	0	-1
O=S1(=O)CC2(N3CCOCC3)CCCCC21 (configuration not stated)	-0.5	-6	-3.4	-4	5	4	-6	-2	5
CC(=O)OCC(=O)[C@H]1CC[C@H]2[C@@H]3CC[C@H]4C[C@H](O)CC[C@]4(C)[C@H]3C(=O)C[C@]12C	/	/	/	/	/	4	1	-3	-12
COc1cc(CNCCc2c[nH]c3ccccc23)cc(OC)c1	-1.4	4	0.3	21	-38	4	-14	3	-24
O=C(CN1CC=C(c2ccccc2)CC1)NC(=O)NCc1ccccc1	-3.1	-5	-2.5	-2	12	-5	-5	-1	-9
CCOC(=O)C1CCN(/C=C2/C(=O)NC(=O)N(c3ccc(OCC)cc3)C2=O)CC1	-3.9	15	-3.4	0	9	1	-6	2	8
COc1cccc(-c2nc3ccc(N4CCN(C)CC4)cc3[nH]2)c1	3.0	?	-3.8	11	-1	4	-6	3	2
Cc1ccc(C2NC(=S)NC(c3ccc(C)cc3)C23C(=O)NC(=O)NC3=O)cc1 (configuration not stated)	-2.8	3	-2.4	-9	5	4	-1	3	11
COc1ccccc1CN1CCCC(C(=O)c2ccccc2SC)C1 (configuration not stated)	-1.6	15	-2.3	-7	-7	-3	-12	0	-5
CCCOC(=O)c1c(N)n(Cc2cccs2)c2nc3ccccc3nc12	-1.9	20	-4.0	0	1	2	-5	7	-5
C#CCNc1ccncc1S(=O)(=O)NC(=O)NC(C)C	-0.8	1	-2.9	-4	13	1	2	1	27
Cc1cc(OCC(=O)N[C@H](C(=O)O)c2ccccc2)c2c3c(c(=O)oc2c1)CCC3	17*	25	-2.5	4	22	0	-6	7	2
CCn1c(O)c(N=Nc2cccc(S(=O)(=O)N3CCOCC3)c2)c(=O)n(CC)c1=S	-0.3	7	-0.3	1	-5	2	1	-2	-17
Nc1ccc(N2CCN(Cc3ccccc3Cl)CC2)c(Cl)c1	0.1	8	0.9	-11	-9	1	-2	1	-14
O=C1NC(=O)C(=Cc2ccccc2Oc2ccc(F)cc2)C(=O)N1	-1.6	20	-2.7	-4	-5	-1	-2	/	-10

Single records, from the list above. Values in the order: VIM-2 inh	UBC9 SUMO inh	IMP-1 inhibitor	p-CIP stab down	HCV NS3 hel inh	IDE act	GalR3 antagonist	IDE inh	CRFBP-R2 block
Results for C#CCNc1ccncc1S(=O)(=O)NC(=O)NC(C)C : -0.8	1	-2.9	-4	13	1	2	1	27
Results for COc1cc(CNCCc2c[nH]c3ccccc23)cc(OC)c1 : -1.4	4	0.3	21	-38	4	-14	3	-24
Results for Cc1ccc(C2NC(=S)NC(c3ccc(C)cc3)C23C(=O)NC(=O)NC3=O)cc1 (configuration not stated) : -2.8	3	-2.4	-9	5	4	-1	3	11
Results for CCOC(=O)C1CCN(/C=C2/C(=O)NC(=O)N(c3ccc(OCC)cc3)C2=O)CC1 : -3.9	15	-3.4	0	9	1	-6	2	8
Results for O=C(CN1CC=C(c2ccccc2)CC1)NC(=O)NCc1ccccc1 : -3.1	-5	-2.5	-2	12	-5	-5	-1	-9

Further compounds:
SMILES	VIM-2 inh	UBC9 SUMO inh	IMP-1 inhibitor	p-CIP stab down	HCV NS3 hel inh	IDE act	GalR3 antagonist	IDE inh	CRFBP-R2 block
CCOc1ccc(C(C)=O)cc1Cc1c(O)[nH]c(=S)[nH]c1=O	-0.8	-5	-0.5	-1	5	-5	-7	/	3
COc1cc(CN2CC3CC(C2)c2cccc(=O)n2C3)cc(OC)c1OC (configuration not stated)	-1.1	19	-3.0	-6	2	-3	-7	2	17
COP(=O)(Cc1ccc(C#N)o1)OC	-4.6	3	-2.4	-5	8	3	-5	6	16
C=CCN1C(=O)NC(=O)/C(=C/c2ccc(OC)c(CSc3ccccn3)c2)C1=O	-1.2	-14	-1.9	-14	9	3	2	3	3
CCOP(=O)(OCC)C(NC(=O)c1cccc(C)c1)C(Cl)(Cl)Cl (configuration not stated)	1.5	6	-0.7	-4	0	3	-5	1	0
CCC1(CC)C(=O)NC(=Nc2cccc(C(F)(F)F)c2)NC1=O	-2.0	-8	-1.7	17	10	1	-6	5	12
O=C(c1cccn2c(=O)c3ccc(Cl)cc3nc12)N1CCC2(CC1)OCCO2	0.4	58*	-1.6	-1	0	-10	-5	3	8
COc1ccc(C2SCC(=O)Nc3c2c(=O)[nH]n3C2CCCCC2)cc1 (configuration not stated)	-2.3	8	-4.4	5	0	6	-4	5	4
Cc1ccc(S(=O)(=O)N[C@@H](CCCCN)C(=O)CCl)cc1	/	/	/	/	/	-4	-4	5	-45
CN(C)CCc1nn[nH]n1	1.9	16	-2.1	-4	-1	-1	-7	1	6
N#CCCn1cc(C(=O)O)c(-c2cccc([N+](=O)[O-])c2)n1	-0.5	19	-0.5	16	2	6	-5	1	10
COC(=O)C1=C(c2cc3ccccc3s2)C[C@@H]2CC[C@H]1N2C(=O)NC(C)C	/	/	/	/	/	3	-5	-1	1
Clc1ccc2sc(C3CCNCC3)nc2c1	1.4	17	-2.4	-5	-25	-2	-12	-5	-2
CC(C)NS(=O)(=O)c1ccc(OCC(=O)N2CCN(Cc3ccc4c(c3)OCO4)CC2)c(Cl)c1	-5.0	4	-5.9	-11	2	3	-9	-2	1
N=C1c2ccccc2CN1NC(=O)c1ccc(F)cc1	-0.4	18	0.1	-11	4	-2	-4	0	27
C[C@]12CC[C@H](O)CC1=CCC1C2CC[C@]2(C)C(=O)[C@H](Br)CC12 (some centres not stated)	/	/	/	/	/	3	-5	1	-5
Cc1ccc2c(c1)CCCN2N=O	-1.9	11	-2.2	-7	6	0	-9	1	0
O=c1[nH]c(=S)n(C2CC2)c(O)c1C=NCCN1CCOCC1	-1.3	-3	-2.7	6	16	3	-3	2	-3
CSc1ccccc1C(=O)C1CCCN(Cc2cccc(C)n2)C1 (configuration not stated)	-2.9	-6	-3.1	-4	-13	-4	-2	-1	-6
CCN1CCN(c2ccc(N)c(C)c2)CC1	-0.6	2	-1.1	14	-5	3	1	6	-1
CN1CCN(Cc2nc3ccccc3n2C)CC1	-3.8	16	-4.8	-5	3	-5	-1	2	-1
COc1ncccc1C(=O)NCC(CC(=O)O)c1ccccc1 (configuration not stated)	-3.7	10	-3.5	-8	-5	6	-6	-1	-15
COc1cccc(CNCCc2ccc3c(c2)OCO3)c1OC	-2.0	6	-1.0	5	-5	-2	-12	-7	13
Oc1ccc(CC2(N3CCCC3)CCCCC2)cc1	-1.1	9	0.1	4	-4	5	-9	0	0
CC(=O)n1cc(C=C2C(=O)NC(=O)NC2=O)c2ccccc21	-2.0	/	-1.6	-8	11	-1	2	2	-5

These rows are one share of the data; count on the stated rates, not on these rows.
